UBC9 SUMO inh: blocks human SUMOylation mediated by UBC9 | P63279 | HTRF SUMOylation assay, SAE1/SAE2 + UBC9, in vitro | inhibition, % at 35 µM | hit rate 0.36% among 290,000; in the data active = inhibition above about 50%, passing the limit was not always enough; note: strong numbers were not always called active
Target sequence (P63279 whole entry, looked up): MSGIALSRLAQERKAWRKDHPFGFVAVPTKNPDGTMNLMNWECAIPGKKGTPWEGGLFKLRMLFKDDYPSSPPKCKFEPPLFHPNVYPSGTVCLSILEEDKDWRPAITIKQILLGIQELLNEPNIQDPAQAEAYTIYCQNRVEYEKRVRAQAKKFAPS
NALP1 yeast inh: blocks the NALP1 inflammasome reconstituted in yeast | S. cerevisiae NALP1/ASC/caspase-1 growth, X-gal OD620, 72 h | inhibition, % at 10 µM | hit rate 0.61% among 280,000 | AID 2071; in the data active = inhibition mostly above about 24%, no sharp cut-off; inactive = mostly below about 32%; note: some compounds called inactive have numbers as strong as hits
NS3 helicase inh: inhibitors of Hepatitis C virus NS3 helicase; hit rate 0.56% among 290,000; NS3 helicase DNA unwinding, Cy5 molecular beacon fluorescence; inhibition, % at 10.9 µM;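 active = inhibition above the mean of all tested compounds plus 3 SD, set per campaign, cut at about 35% in these data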;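 note: 0% = DMSO wells and 100% = thioflavine S control wells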
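System: Hepatitis C virus NS3 helicase domain fragment enzyme | Reagent: Annealed dual-labelled DNA beacon duplex, ATP-started | Compound dosing: 10.9 µM single point, 0.8% DMSO | Incubation: 1 h reaction at 25 °C, ATP-initiated | Technique: Cy5 fluorescence | Evaluation: Percent inhibition from t60/t0 fluorescence ratio | Benchmarks: Low DMSO, high thioflavine S at 110 µM | Replication: Singlicate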
MEKK2mut PB1 HTS: signal of MEK5 binding to mutant human MEKK2 PB1 domain. bead flow cytometry, Alexa488-MEK5 binding to MEKK2 mutant. percent response, % at 10 µM. hit rate 0.35% among 290,000; in the data active = percent response above about 24%, passing the limit was not always enough; note: inactives centre near 1; some results filed as inactive read as strong as hits
IMP-1 inhibitor: blocks Pseudomonas aeruginosa IMP-1 metallo-beta-lactamase; purified IMP-1, nitrocefin hydrolysis, epi-absorbance fluorescence; inhibition, % at 5.6 µM; hit rate 0.45% among 290,000; AID 1556;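 active = inhibition above the mean plus 3 SD of all compounds in the same screening run, cut at about 4.5% in these data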;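 note: 0% = IMP-1 with DMSO and 100% = DMSO wells lacking enzyme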
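System: purified IMP-1 / Input: IMP-1 dispensed at 0.2 nM / Medium: 50 mM HEPES pH 7.1, 50 µM ZnSO4, 0.05% Brij 35 / Timing: 15 min enzyme–compound preincubation, then 25 min nitrocefin reaction, 25 °C / Technique: plate fluorescence quenching by hydrolysis product, ex 480/em 530 nm / Repeats: singlicate testing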
VIM-2 inhibitor: blocks Pseudomonas aeruginosa VIM-2 metallo-beta-lactamase; inhibition, % at 5.6 µM; purified VIM-2, nitrocefin hydrolysis, epi-absorbance fluorescence; AID 1527; hit rate 0.89% among 290,000;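 active = inhibition above the mean of all tested compounds plus 3 SD, cutoff set per screening run, cut at about 7.5% in these data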;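 note: red hydrolysis product quenches plate fluorescence so inhibitors raise well fluorescence; 0% = enzyme with DMSO and 100% = DMSO without enzyme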
FID counter: fluorescent intercalator displacement, NS3 helicase counter-screen; DNA fluorescent intercalator displacement, fluorescence; inhibition, % at 7.9 µM; hit rate 0.17% among 290,000; AID 1845; in the data active = inhibition above about 37%;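 note: 0% = vehicle and 100% = reference compound; higher means more ethidium bromide displaced from hairpin DNA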
M18AAP inhibitor: PfM18AAP enzyme inhibition; recombinant PfM18AAP, H-Glu-NHMec fluorogenic cleavage; AID 1822; inhibition, % at 7.35 µM; hit rate 1.2% among 290,000;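 active = inhibition above the campaign mean inhibition over all tested compounds plus 3 SD, cut at about 28% in these data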;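 note: 0% = plate median of test compound wells and 100% = 2 mM ZnCl2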
MEKK2 WT-MEK5: raises or lowers MEK5 binding to wildtype human MEKK2 PB1 domain; Q9Y2U5; bead flow cytometry, Alexa488-MEK5 binding to MEKK2 WT; actives lie on both sides; binding response (% of control), % at 10 µM; hit rate 1.1% among 290,000; in the data active = binding response below about 67% or above about 130%
The depositor's hits bear a star; / = no result given.

SMILES	UBC9 SUMO inh	NALP1 yeast inh	NS3 helicase inh	MEKK2mut PB1 HTS	IMP-1 inhibitor	VIM-2 inhibitor	FID counter	M18AAP inhibitor	MEKK2 WT-MEK5
Cc1oc2nc(SCC(=O)N3CCCCC3)nc(N)c2c1C	-3	33	-10	-2	-1.3	-4.8	-8	-3	93
C#CCOCCOCCOCCNc1nc(N2CCN(C(=O)[C@H](CCCCN)n3cc([C@@H](N)CC(C)C)nn3)CC2)nc(N2CCN(C(=O)[C@H](Cc3ccc(O)cc3)n3cc([C@@H](N)CC(C)C)nn3)CC2)n1	5	11	-70	38	-2.0	-1.9	44*	2	151*
Cc1ccc(NC(=O)C2(c3ccccc3)CCCC2)nc1	/	/	-9	7	-1.1	-6.1	-9	3	107
COc1cc(/C=N/NC(=O)Cc2ccc(Br)cc2)cc(OC)c1O	8	0	-2	-16	-0.1	1.2	-7	5	82
COc1ccc(S(=O)(=O)Cc2ccc(C(=O)NC3CC3)o2)cc1	-2	4	3	0	-0.6	-3.5	-6	9	101
Cc1ccc2c(c1)C1CN(C)CCC1N2C(=O)Nc1ccc(Cl)cc1 (stereo not drawn)	-3	-8	-13	5	-2.4	-0.4	15	2	106
O=C(COc1ccccc1)NCc1ccc2c(c1)OCO2	-14	1	5	/	-4.4	-2.8	-1	-11	/
CCn1cc(CN2CCCC(C(=O)Nc3ccc(-c4nc5ccccc5[nH]4)cc3)C2)c(C)n1 (stereo not drawn)	4	6	-27	11	-3.4	-4.1	15	-1	124
COCCn1c(=NC(C)=O)sc2cc([N+](=O)[O-])ccc21	18	6	1	0	-1.3	-1.6	1	-14	101
CCCc1cc(C(N)=O)c(NC(=O)c2ccco2)s1	11	10	0	-6	-4.3	-4.0	-3	-7	92
O=S(=O)(c1ccc2ccccc2c1)N(CC1CO1)c1ccccc1 (stereo not drawn)	6	9	10	-14	-3.9	-4.2	-18	-7	87
CC(NC(=O)c1cccnc1)c1ccc2c(c1)OCO2 (stereo not drawn)	15	/	1	-3	-6.6	-2.1	-3	3	96
CCOC(=O)N1CCC(NC(=O)CN2C(=O)CSc3ncccc32)CC1	6	26	1	5	-3.4	-2.5	1	-5	108
CCCC(=O)NNC(=O)c1ccoc1C	6	14	-19	0	-3.0	-4.1	-3	-2	108
O=C(CC1C(=O)NCCN1Cc1c(F)cccc1Cl)NCCc1ccccn1 (stereo not drawn)	18	17	5	-2	-1.0	1.3	-15	-4	99
CC(C)(C)C(=O)Nc1cc(C(F)(F)F)ccc1-n1ccnc1	5	12	11	-2	-2.4	-2.0	0	-16	95
O=C(CCn1nnc2ccccc21)Nc1nnc(-c2ccccc2F)s1	-4	-14	-5	0	-3.0	-1.3	7	5	97
Cc1sc(-n2cccc2)c(C(=O)O)c1C	16	24	19	/	3.0	-3.8	-9	7	/
O=C1CC(N2CCC(O)(c3ccc(Cl)cc3)CC2)C(=O)N1Cc1ccc(N2CCCC2=O)cc1 (stereo not drawn)	0	7	9	2	-2.3	-2.8	-24	-53	104
CCn1c(/C=C2\C(=O)N(C)c3ccccc32)nc2ccccc2c1=O	-20	4	3	/	-2.6	-3.2	-11	1	/
CCCOc1ccc(Br)cc1/C=N/O	-10	31	-2	2	-4.3	-2.9	1	4	103
COc1cc(OC)c(C(=O)NC23CC4CC(CC(C4)C2)C3)cc1OC	-13	8	-4	-1	0.8	2.1	-32	7	100
CS(=O)(=O)N(CCC(=O)O)Cc1ccccc1	-13	-4	1	9	-1.4	-0.3	3	-2	109
Cc1ccc(-c2nn(-c3ccccc3)cc2/C=C2\SC(=S)N(CCCCCC(=O)O)C2=O)o1	55*	5	46*	-9	-2.6	-2.5	-13	13	82
CC(C)(C)c1cc(C(=O)NCc2ccco2)ccn1	6	9	12	2	-3.2	-1.2	-3	3	97

Shown with values under each structure: part of the list above.
Value order: UBC9 SUMO inh, NALP1 yeast inh, NS3 helicase inh, MEKK2mut PB1 HTS, IMP-1 inhibitor, VIM-2 inhibitor, FID counter, M18AAP inhibitor, MEKK2 WT-MEK5
Cc1ccc2c(c1)C1CN(C)CCC1N2C(=O)Nc1ccc(Cl)cc1 (stereo not drawn)
    -3, -8, -13, 5, -2.4, -0.4, 15, 2, 106
O=C(COc1ccccc1)NCc1ccc2c(c1)OCO2
    -14, 1, 5, /, -4.4, -2.8, -1, -11, /
CCn1cc(CN2CCCC(C(=O)Nc3ccc(-c4nc5ccccc5[nH]4)cc3)C2)c(C)n1 (stereo not drawn)
    4, 6, -27, 11, -3.4, -4.1, 15, -1, 124

Carrying on.
SMILES	UBC9 SUMO inh	NALP1 yeast inh	NS3 helicase inh	MEKK2mut PB1 HTS	IMP-1 inhibitor	VIM-2 inhibitor	FID counter	M18AAP inhibitor	MEKK2 WT-MEK5
CCOC(=O)C(C)OC(=O)C1=C(C)NC(=O)NC1c1ccc2c(c1)OCO2 (stereo not drawn)	-7	4	13	11	-1.7	-1.1	-22	2	111
CC(CC(C)C(=O)N1CCOCCN(C(=O)C(C)CC(C)C(=O)O)CCOCC1)C(=O)O (stereo not drawn)	15	14	2	-10	-0.5	-0.2	-4	-3	80
C=CCn1c(-c2cc(OC)cc(OC)c2)n[nH]c1=S	12	-29	-6	-1	-3.7	2.8	-6	7	103
O=C(Nc1cccc(F)c1)C1CCN(S(=O)(=O)c2cccc3nonc23)CC1	7	2	-5	1	-3.3	-2.6	2	8	98
Cc1cc(C(F)(F)F)c2c(C)nn(CCc3nn[nH]n3)c2n1	7	0	8	6	-3.3	0.9	-4	2	106
O=C(NC1CCCCCC1)c1ccc(S(=O)(=O)NCc2ccco2)cc1	2	4	0	1	-1.7	0.1	-11	-6	102
CC(C)C(=O)Nc1sc2c(c1C#N)CCCCC2	15	-6	8	4	-1.3	1.2	0	38*	99
CCOc1ccc2oc(=O)cc(C)c2c1	32	-9	-3	3	-2.7	-5.7	1	5	104
CC(NS(=O)(=O)c1ccc2c(c1)C(C)(C)C(=O)N2C)c1ccccc1 (stereo not drawn)	-2	14	-10	-2	-1.7	-1.0	-18	-7	96
Cc1ccc(S(=O)(=O)Nc2ccnc3ccccc23)cc1	-1	7	8	6	-0.4	-2.7	0	-1	105
Cc1cc(OC(=O)c2ccc(Cl)cc2Cl)c([N+](=O)[O-])c(=O)[nH]1	5	5	-14	3	-2.1	-1.4	-2	-1	106
Cc1ccc(S(=O)(=O)NCCSc2ncccn2)cc1	14	1	-4	1	-3.3	-3.7	-7	1	96
C/C(=N\NC(=O)c1c(Cl)cnn1C)c1cccc(NC(=O)c2ccc(C)cc2)c1	11	-8	-3	7	-2.0	-2.2	-32	-10	106
CCOc1ccc(-n2c(C)cc(/C=C3/C(=N)N4C(=NC3=O)SN=C4S(C)(=O)=O)c2C)cc1	22	-1	38*	-6	-1.1	-2.9	-34	2	90
O=C(NCc1ccco1)C1(c2ccc(Br)cc2)CCCC1	8	8	7	2	-1.4	-1.7	-15	8	97
CSc1nc(NS(=O)(=O)c2cc(Br)ccc2Br)cc(=O)[nH]1	-5	10	-6	6	-3.4	-4.8	-5	0	101
COc1ccc(Cl)cc1S(=O)(=O)N1CCN=C1Cc1ccccc1	-2	3	-4	1	2.1	-3.7	-20	0	104
Cc1ccc(C2=NS(=O)(=O)N(C)C(C(=O)Nc3cc(C)n(CC(=O)N4CCCCC4)n3)=C2)cc1	/	33	2	-4	-2.6	-1.8	-41	7	97
CN(C)c1ccc(/C=C2\C(=N)N3C(=NC2=O)Sc2cc(S(C)(=O)=O)ccc23)cc1	-14	/	0	4	-3.6	-1.5	0	3	84
O=C(Cn1ncc2c3ccccc3n(Cc3ccccc3F)c2c1=O)NCC1CCCO1 (stereo not drawn)	11	1	3	1	0.2	-1.9	-54	-8	106
O=C(O)C(Cc1c[nH]c2ccccc12)N1CCS(=O)(=O)CC1 (stereo not drawn)	2	18	11	-4	-2.1	-2.6	1	0	102
COc1ccc(N2C(=O)CC(S/C(N)=N/N=C/c3ccnc4ccccc34)C2=O)cc1 (stereo not drawn)	36	23	0	12	-3.6	-5.6	-1	1	118
Cc1ccc(C2=NNC(=O)C(c3c[nH]c4ccccc34)C2)cc1 (stereo not drawn)	-5	6	-1	-1	-3.3	-2.0	-9	6	116
CCCCCC1CC(CC(=O)Nc2nncs2)C(=O)O1 (stereo not drawn)	7	18	20	5	-2.1	-3.6	-13	5	99
S=c1[nH]nc(C2CCCCC2)n1/N=C/c1ccc(Br)s1	5	13	1	3	-1.7	-2.3	-6	10	101

The list continues.
SMILES	UBC9 SUMO inh	NALP1 yeast inh	NS3 helicase inh	MEKK2mut PB1 HTS	IMP-1 inhibitor	VIM-2 inhibitor	FID counter	M18AAP inhibitor	MEKK2 WT-MEK5
CCCn1c(SCC(=O)Nc2cccc(S(=O)(=O)N3CCCC3)c2)n[nH]c1=O	16	-1	3	1	-3.0	-2.5	-8	1	102
Cc1ccc(-c2nc(COC(=O)c3c(C)noc3C)cs2)cc1	7	-7	-7	-4	-1.8	-1.0	-4	-5	98
Cc1ccc(NC(=O)COc2ccccc2)cc1Cl	-6	16	3	16	-2.4	-2.9	-6	5	109
CC1CCCC(NC(=O)COC(=O)c2sc3ccccc3c2Cl)C1C (stereo not drawn)	10	/	10	1	-1.8	-2.4	-3	-6	110
Nc1nnc(SCC(=O)NC2CCCCC2)n1-c1ccccc1	7	7	8	0	1.9	-1.7	-7	9	111
COC(=O)c1ccc(CSc2ccc3nnc(-c4ccccc4)n3n2)o1	10	30	-11	12	0.6	4.8	-22	8	114
O=C1CC(C(=O)Nc2ccc(Cl)cc2)n2ncnc2N1 (stereo not drawn)	9	-5	-1	-3	-3.8	-3.8	5	16	91
O=S(=O)(Nc1ccc(N=Nc2ccccc2)cc1)c1ccccc1	-40	36	-15	12	-1.1	0.9	5	-1	117
CC1(C)Cc2c(c(N3CCOCC3)nc3sc(C(=O)Nc4ccccc4)c(N)c23)CO1	19	13	-13	7	-2.2	-1.6	-28	37*	104
O=C(c1ccc(OC2CCN(Cc3ccccn3)CC2)cc1)N1CCCCCC1	8	11	0	-1	-4.9	0.0	1	2	101
Cc1ccc(/C=C/C(=O)Nc2sc(C)c(C)c2C(=O)OC(C)C)o1	9	5	3	-2	-0.5	0.1	-4	-5	91
COc1ccc(C(=O)N(Cc2nc(-c3ccc(C)cc3)no2)C(C)C)cc1OC	6	-18	-2	0	-4.2	-3.0	-36	1	103
O=C(Nc1ccc(N2CCOCC2)cc1)c1cccc(S(=O)(=O)N2CCCCCC2)c1	14	14	10	-10	-0.8	0.8	-4	-7	86
Cc1cccc(OCC(=O)Nc2cc(S(=O)(=O)N3CCCCC3)ccc2N2CCN(C)CC2)c1	12	-10	-38	1	-1.6	-2.2	11	1	104
COC(=O)c1sc2ccccc2c1-n1cccc1C(=O)C(=O)Nc1ccc(C)cc1	-37	10	-1	7	0.8	1.6	-3	-3	104
COc1ccc(N(CC(=O)Nc2ccc3c(c2)OCO3)S(=O)(=O)c2ccccc2)cc1OC	-26	/	3	5	-3.6	-4.0	-4	3	101
COc1cccc(N(CC(=O)NC2CCCCC2)C(=O)CCC(=O)Nc2nccs2)c1	6	9	-19	-1	-2.9	-2.0	-44	-2	93
CN(C)CCNC(=O)c1ccc2c(c1)NC(=O)c1ccccc1S2	9	-7	-4	2	1.0	-0.7	11	-7	107
